EPAC2 antagonist: antagonists of human EPAC2; EPAC2 GEF exchange of Rap1B-BODIPY-GDP, fluorescence; Potency, µM (highest dose often 114 µM), for the others: top-dose activity, negative = inhibition, usual class: inhibitors; 0.18% of 360,000 active; also: % is scaled to controls: 0 for no effect and ±100 for the full control effect; nearly all actives have a fitted effect of over 45% in size; many of its hits are not listed in these tables
Target sequence (Q8WZA2 whole entry, looked up): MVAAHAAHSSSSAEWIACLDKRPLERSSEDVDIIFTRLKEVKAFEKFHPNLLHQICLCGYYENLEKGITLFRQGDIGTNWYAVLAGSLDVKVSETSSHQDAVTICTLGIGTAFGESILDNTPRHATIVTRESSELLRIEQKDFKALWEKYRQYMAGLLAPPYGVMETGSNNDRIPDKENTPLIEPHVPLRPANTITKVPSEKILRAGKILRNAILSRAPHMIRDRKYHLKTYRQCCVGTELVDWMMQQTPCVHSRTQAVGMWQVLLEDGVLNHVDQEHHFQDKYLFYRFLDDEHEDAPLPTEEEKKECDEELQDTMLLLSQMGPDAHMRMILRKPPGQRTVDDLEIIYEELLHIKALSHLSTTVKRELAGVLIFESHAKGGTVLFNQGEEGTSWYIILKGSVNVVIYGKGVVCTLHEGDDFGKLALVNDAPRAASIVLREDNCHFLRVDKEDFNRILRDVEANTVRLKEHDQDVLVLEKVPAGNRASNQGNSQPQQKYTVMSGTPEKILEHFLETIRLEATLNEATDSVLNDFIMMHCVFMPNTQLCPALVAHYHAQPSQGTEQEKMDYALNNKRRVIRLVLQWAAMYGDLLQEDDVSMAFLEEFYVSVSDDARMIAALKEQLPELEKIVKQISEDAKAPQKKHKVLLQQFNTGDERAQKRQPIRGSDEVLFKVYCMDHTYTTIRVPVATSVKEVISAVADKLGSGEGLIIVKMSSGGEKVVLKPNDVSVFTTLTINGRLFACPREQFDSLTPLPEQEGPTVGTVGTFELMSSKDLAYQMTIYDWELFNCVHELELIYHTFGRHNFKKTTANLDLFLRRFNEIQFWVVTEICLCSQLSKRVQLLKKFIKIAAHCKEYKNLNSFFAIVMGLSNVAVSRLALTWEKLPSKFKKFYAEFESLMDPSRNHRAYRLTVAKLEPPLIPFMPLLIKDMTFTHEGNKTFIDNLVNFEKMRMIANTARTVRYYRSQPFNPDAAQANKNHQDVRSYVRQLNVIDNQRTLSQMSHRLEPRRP
ATXN viability: cell viability loss in ATXN counter-screen | Potency, µM (series often up to 56.7 µM), usual class: cytotoxic | S2 cells (HEK-293 line with an ATXN2-luciferase reporter) viability, CellTiter-Fluor protease fluorescence, 24 h | 0.49% of 400,000 active; also: nearly all actives have a fitted effect of over 40% in size
ATXN2 expr inh: ATXN2 expression inhibition; HEK-293 ATXN2-luciferase reporter, luminescence, 24 h; Potency, µM (highest dose often 57 µM), for the others: top-dose activity change, negative = inhibition, usual class: inhibitors; 0.72% of 360,000 active; AID 1745845; also: % is scaled to controls: 0 for no effect and ±100 for the full control effect; nearly all actives have a fitted effect of over 55% in size
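qHTS (up to 57 uM final) was run with 24 h compound exposure of reporter cells at 37 °C. Each well was multiplexed: SteadyGlo luminescence measured ATXN2-luciferase expression after a fluorogenic Gly-Phe-AFC viability readout (25 uM final).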
HepG2 tox: HepG2 cytotoxicity, counter-screen for TGF-b inhibitors | AID 588856 | HepG2 CAGA-GFP viability, ATP luminescence, 18 h | Potency, µM (titrated, usually from 46.1 µM), for inactives: at the highest dose activity change, negative = cytotoxicity, usual class: cytotoxic | 0.76% of 410,000 active; also: some results filed as inactive show a strong effect at the top dose
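HepG2 CAGA-GFP cells (1000/well, DMEM with 1% FBS) received compound, then TGF-beta at 500 pg/mL final, and were incubated 18 hours at 37 degrees C. Viability was read by CellTiter-Glo luminescence. Media-only wells were set as complete cell-killing and DMSO as no toxicity.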
MCF10A rereplic: DNA re-replication induction in MCF 10a cells. MCF 10A DNA re-replication, Hoechst nuclear intensity, 48 h. Potency, µM (doses to about 46.1 µM), inactives show at the highest dose activity, positive = re-replication, actives largely listed as activators. 2.9% of 350,000 active. AID 624296; also: % of control where 0% means no effect; nearly all actives have a fitted effect of over 50% in size
A549 tox: A549 cytotoxicity, counter-screen for Nrf2 inhibitors. A549 ARE-Fluc cells, CellTiter-Fluor viability, 18-24 h. 0.16% of 390,000 active. Potency, µM (series often up to 46 µM), for inactives: at the highest dose activity change, negative = cytotoxicity, usual class: inhibitors. AID 504648; also: % is scaled to controls: 0 for no effect and ±100 for the full control effect
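Cytotoxicity counterscreen: CellTiter-Fluor fluorescence was measured in A549 ARE_Fluc cells after 18-24 h of compound exposure in a concentration series. The subsequent BugLite luminescent read reports ARE-luciferase activity.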
TGFb inhibitor: TGF-b pathway inhibition | HepG2 CAGA-GFP TGF-b/SMAD3 reporter, GFP fluorescence, 18 h; TGF-beta stimulated, 500 pg/mL final | Potency, µM (series often up to 46.1 µM), for the others: at the highest dose activity, negative = inhibition, actives largely listed as inhibitors | 1.2% of 410,000 active | AID 588855; also: % is scaled to controls: 0 for no effect and ±100 for the full control effect; nearly all actives have a fitted effect of over 65% in size
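HEPG2 CAGA-GFP cells (1000/well, DMEM with 1% FBS) were pre-incubated 2 h at 37 degrees C, given compound by pin tool, then stimulated with TGF-beta at 500 pg/mL final for 18 h before per-cell GFP fluorescence imaging.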
Nrf2 inh: blocks Nrf2 signaling; A549 ARE-Fluc reporter, luciferase luminescence, 18-24 h; Potency, µM (highest dose often 46 µM), inactives show top-dose activity change, negative = inhibition, hits mostly inhibitors; 2.1% of 360,000 active; AID 504444; also: % is scaled to controls: 0 for no effect and ±100 for the full control effect; nearly all actives have a fitted effect of over 60% in size
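A549 ARE_Fluc cells, 5000/well, 5% FBS OPTI-MEM; compounds in dose-response, 18-24 h at 37 °C/5% CO2; CellTiter-Fluor viability read (Ex 405/Em 525), then BugLite luciferase luminescence = Nrf2 activity.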
Nrf2 ARE act: activators of Nrf2 (ARE) signaling; AREc32 ARE-luciferase reporter (MCF7-derived line), luminescence, 24 h; Potency, µM (highest dose often 46.1 µM), inactives show at the highest dose activation, usual class: activators; 0.31% of 410,000 active; AID 624171; also: % of control where 0% means no effect; nearly all actives have a fitted effect of over 65% in size
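AREc32 cells carrying an ARE-driven firefly luciferase reporter were seeded at 1000 cells/well in OPTI-MEM with 5% FBS, then exposed to compound for 24 hr at 37 deg C. Luminescence was read with Steady-Glo after 30 min at RT.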
The depositor's hits bear a star; i = inactive; ? = inconclusive; / = not tested or not shown; & = joins results of further samples; [ ] = remark or other dose. Calls follow the shape of the dose curve; as a rule, active = well fitted curve in the direction sought with a large enough effect; inconclusive = small, poorly fitted or top-dose-only effect, or another doubt; inactive = no such curve, though single readings can be large; an effect the other way counts as inactive or inconclusive. Potency is read from the fitted curve at half-maximal effect.

SMILES	EPAC2 antagonist	ATXN viability	ATXN2 expr inh	HepG2 tox	MCF10A rereplic	A549 tox	TGFb inhibitor	Nrf2 inh	Nrf2 ARE act
O=C(NCc1ccccc1)NCC12CC3CC(CC(C3)C1)C2	5%	i	0%	-4%	9%	2%	-4%	4%	0.1%
Cc1ccc(C(=O)Nc2cccc(C(F)(F)F)c2)cc1NC(=O)c1csc(-c2ccncc2)n1	-15%&-5%	?	?	-56%&-31%	18%	-13%	-7%&7%	?	-0.2%&4.1%
COc1cc(NC(=S)Nc2ccc(N(C)C(C)=O)cc2)cc(OC)c1	-5%	i	-19%	0%	-39%[inhibitor]	1%	2%	-13%	0.5%
O=C(O)c1ccc2c(c1)ncn2C1CCCCCC1	5%	i	5%	1%	-18%	-3%	0%	/	-1.2%
Cc1c(/C=C2\SC(=O)N(CC(=O)Nc3ccc4c(c3)OCO4)C2=O)c2ccccc2n1C	4%	i	-34%	-29%	8%	-25%	?	?	0.1%
COc1ccc(-c2cc(OC(=O)c3ccc(F)cc3)c3c(C)oc(C)c3c(=O)c2)cc1OC	/	i	11%	-18%	/	-1%	29%	18%	5.9%
Cc1ccc(S(=O)(=O)NNC(=S)Nc2cccc(C)c2C)cc1	-9%	i	4%	-2%	-2%	5%	-4%	1%	2.8%
c1coc(-c2nnc(-c3cccs3)o2)c1	3%	i	40%[activator]	0%	201%[0.0737 µM]	1%	17%	?	?
N/C(=N\OC(=O)c1ccc([N+](=O)[O-])cc1Cl)c1ccccn1	-6%	i	?	-48%	-1%	-12%	-19%	?	-0.4%
CCN1CCN(c2ccc(S(=O)(=O)N3CCOCC3)cc2N)CC1	-2%	i	-21%	-26%	1%	0%	15%	0%	0.5%
O=C1CC2(CCN1)CCN(Cc1ccccc1)CC2	7%	i	5%	-32%	-3%	0%	-12%	5%	0.2%
Cc1csc(N(C(=O)CCNC(=O)c2ccc([N+](=O)[O-])cc2)c2ccccc2)n1	-2%[57.1 µM]	i	/	-1%	1%	8%	-13%	-14%	0.8%
c1ccc(Oc2cccc(Oc3ccccc3)n2)cc1	-17%	i	-9%	5%	3%	12%	11%	1%	-0.2%
Cc1c(C(=O)c2ccc3c(c2)OCO3)ccc2c1OCO2	-15%	?	19%	14%	16%	-6%	?	9%	2.0%
CCNc1nc(Oc2ccc(C#N)cc2)cc(C(F)(F)F)n1	-18%	i	-10%[11.3 µM]	-1%	-14%	3%	-1%	?	0.0%
Cc1cccc(NC(=O)c2c(N)sc3c2CCC(C)C3)c1 (configuration not stated)	/	/	/	-16%	/	0%	-42%	?	21%
COCCSc1nc2c(c(=O)[nH]c(=O)n2C)n1CCC(C)C	-7%	i	1%	-7%	6%	-1%	4%	-5%	-1.3%
CCOc1ccc(C2CC(=O)NC(NC(=O)c3cccc(Cl)c3)=N2)cc1 (configuration not stated)	/	/	/	-12%	/	-2%	?	?	?
C/C(CCC(C)C)=N\Nc1cc(C)c2ccccc2n1	8%	i	-5%	-16%	14%	2%	?	0%	5.1%
Cn1c(=O)c2c(ncn2CC(=O)N/N=C/c2cn[nH]c2-c2ccc(F)cc2)n(C)c1=O	-6%	i	-5%	-16%	-1%	-2%	-7%	25%	-0.1%
Cc1c(-c2ccccc2)oc2c(C(=O)N3CCN(c4ccccc4F)CC3)cccc2c1=O	-3%	i	36%	-4%	0%	1%	20%	6%	0.6%
CCn1c(COc2ccc(C)cc2)nnc1SCC(=O)C(C)(C)C	-4%	i	-11%	7%	5%	5%	-1%	/	-0.7%
O=C(Nc1cc(S(=O)(=O)N2CCOCC2)ccc1N1CCCC1)c1ccccc1F	-1%	i	/	3%	/	/	3%	/	-0.4%
COC(=O)CSc1nnc(-c2cccnc2)n1-c1cccc(OC)c1	2%	i	1%	-12%	-1%	-1%	1%	1%	-0.6%
Cc1ccc(S(=O)(=O)C(C#N)c2nc3ccccc3nc2N2CCCC2)cc1C (configuration not stated)	5%	i	-9%	-7%	?	-1%	-7%	/	0.3%
Cc1c(Cl)cccc1NC(=O)CSCc1cc(=O)[nH][nH]1	-3%	i	5%	10%	16%	-2%	-2%	-6%	0.0%
COC(=O)c1ccc(OCC2c3cc(OC)c(OC)cc3CCN2C(C)=O)cc1 (configuration not stated)	9%	i	-14%	-18%	4%	1%	0%	-30%	3.2%
COc1ccc(S(=O)(=O)N2CCC(C(=O)N[C@@H](C)C(=O)NCc3ccncc3)CC2)cc1	4%	i	/	0%	-2%	10%	-4%	-20%	-0.2%
NC(=O)c1cccc(-c2noc(-c3ccccc3F)n2)c1	16%	i	-2%	-4%	1%	-2%	3%	?	?
CC1=C(C)CS(=O)N(c2ccc(S(N)(=O)=O)cc2)C1 (configuration not stated)	3%	i	2%	-37%	?	-2%	-5%	-6%	-0.3%
CCN1C(C)=C(C)S/C1=C1\SC(=S)N(N)C1=O	16%	?	-17%	-19%	-5%[9.22 µM]	?	-14%	-10%	-0.2%
O=C(CSc1ccccc1)Nc1cccnc1	8%	i	12%	0%	2%	1%	9%	27%	0.3%
CC(C)(C)c1ccc(COn2ccnc2)cc1	-1%	i	/	-18%	7%	1%	-19%	2%	2.4%
Cn1cnnc1SCC(=O)n1c2ccccc2c2ccccc21	6%	i	-2%	-3%	17%	-9%	2%	/	-0.9%
CC1(CCc2ccccc2)NC(=O)N(CC(=O)N2CC(=O)Nc3ccccc32)C1=O (configuration not stated)	-1%	i	-9%	14%	10%	0%	4%	-8%	-0.3%
Cc1ccc(-n2[nH]c(C)c(C=Nc3ccc(C)cn3)c2=O)cc1	8%	i	3%	4µM*	-1%	-7%	-19%	-11%	-0.2%
CN1CCN(c2ccc(NC(=O)c3ccc(Oc4ccccc4)cc3)cc2)CC1	-12%	i	-22%	-31%	?	-1%	?	6%	9.4%
Cc1c(CC(C)C)nc(N)c(C#N)c1-c1ccccc1	5%	?	-20%	-42%	15%	-7%	-2%	?	-1.2%
O=C(COc1ncnc2ccccc12)c1ccc2c(c1)OCCO2	11%	i	14%	-4%	4%	-2%	39%[activator]	?	-0.5%
CCn1c(SCC(=O)c2cc(C)n(CC3CCCO3)c2C)nc2ccccc21 (configuration not stated)	-1%	i	49%[activator]	-8%	3%	-5%	4%	19%	2.3%
NC(=O)CSc1nnc(COc2ccc3ccccc3c2)o1	0%	i	22%	-4%	-9%	8%	-2%	-9%	-0.7%[9.22 µM]
Cc1noc(C)c1COc1ccccc1C(=O)N1CCN(S(=O)(=O)c2ccccc2C#N)CC1	-1%	i	13%	0%	4%	0%	-23%	3%	2.5%
Cc1cccc(-c2nc3nc(C)cc(NCc4ccccc4Cl)n3n2)c1	/	i	-9%	-32%	/	11%	?	/	4.3%
c1csc(C2Nc3cccc4cccc(c34)N2)c1	-8%	i	-10%	0%	19%	-23%	0%	-21%	3.8%
CCc1nn(CCCC(=O)N2CCC(C)CC2)c(=O)c2cc3occc3n12	3%	i	-14%	-1%	0%	-15%	-3%	-24%	-0.6%
CCc1ccc(Sc2cc(C(=O)NCCCN3CCCC(C)C3)c3ccccc3n2)cc1 (configuration not stated)	/	i	?	-57%	/	?	?	/	3.5%
O=S(=O)(Nc1ccc(NS(=O)(=O)c2ccccc2)c2ccccc12)c1ccccc1	1%	i	/	-4%	/	/	-1%	/	-0.2%
CN(Cc1nc2ccccc2n1C)S(C)(=O)=O	8%	i	5%	0%	2%	-1%	3%	4%	0.0%
O=C(c1ccc(Cl)cc1)C1CCN(C(=O)NC2CCCCC2)CC1	1%	i	?	-19%	24%	-9%	?	18µM*	-0.2%
CC(C)(C)NC(=O)COC(=O)c1ccc(S(=O)(=O)N2CCCCCC2)cc1	6%	i	-2%	5%	13%	4%	4%	6%	0.2%
CN(C)C(=S)NC(=O)C(c1ccccc1)c1ccccc1	2%	i	3%	7%	15%	-4%	11%	15%	0.2%
CNC(=O)CCn1nc(-c2ccc(C)cc2)c2ccccc2c1=O	0%	i	1%	-9%	-5%	-3%	?	-3%	0.4%
COc1ccc([N+](=O)[O-])cc1NC(=O)c1cccnc1	0%	i	?	-3%	8%	2%	-3%	-1%	1.0%
C/C(=N/NS(=O)(=O)c1ccc(C(C)C)cc1)c1ccncc1	-10%	i	-9%	-19%	3%	-1%	-2%	3%	2.8%
Cc1ccccc1NS(=O)(=O)c1ccc(N2CCCC2=O)cc1	-4%	i	-18%	-3%	12µM*	-19%	11%	?	0.1%
CCOc1ccc(NC(=O)CC(NCc2ccccn2)C(=O)O)cc1 (configuration not stated)	-1%	i	-18%	1%	-12%	-5%	4%	-7%	-0.5%[9.22 µM]
CCN1CCN(c2ccc(NC(=O)c3ccc(Br)o3)cc2)CC1	2%	i	-5%	-13%	-26%	2%	5%	5%	-0.3%
O=C(COC(=O)CNC(=O)c1ccc(Cl)c([N+](=O)[O-])c1)NCC1CCCO1 (configuration not stated)	6%	?	/	-5%	-2%	-1%	-1%	-2%	4.0%
COCn1c(C(O)c2ccccc2)cc2ccccc21 (configuration not stated)	?	i	-3%	-2%	12%	-5%	-26%	12%	0.4%
Cn1cccc1C(=O)OCc1ccc(F)cc1	-12%	i	-3%	-19%	0%	11%	5%	6%	-0.1%

A portion of the results above, for reference:
SMILES	EPAC2 antagonist	ATXN viability	ATXN2 expr inh	HepG2 tox	MCF10A rereplic	A549 tox	TGFb inhibitor	Nrf2 inh	Nrf2 ARE act
c1csc(C2Nc3cccc4cccc(c34)N2)c1	-8%	i	-10%	0%	19%	-23%	0%	-21%	3.8%
CCc1nn(CCCC(=O)N2CCC(C)CC2)c(=O)c2cc3occc3n12	3%	i	-14%	-1%	0%	-15%	-3%	-24%	-0.6%
CCc1ccc(Sc2cc(C(=O)NCCCN3CCCC(C)C3)c3ccccc3n2)cc1 (configuration not stated)	/	i	?	-57%	/	?	?	/	3.5%
O=S(=O)(Nc1ccc(NS(=O)(=O)c2ccccc2)c2ccccc12)c1ccccc1	1%	i	/	-4%	/	/	-1%	/	-0.2%

Compound activity deposited in PubChem by National Center for Advancing Translational Sciences (NCATS).

This is a subset; count on the stated rates, not on these rows.
